Bioassay records deposited in PubChem by National Center for Advancing Translational Sciences (NCATS).
EPAC2 ag: EPAC2 (human) agonism. EPAC2 activation, biochemical qHTS; response scale: 100% = 6.5 mM cAMP response. Potency, µM (highest dose often 154 µM), inactives show top-dose activation, usual class: activators. actives 0.079% (n = 360,000). Q8WZA2; note: potency is the fitted concentration of half-maximal effect; nearly all actives have a fitted effect of over 50% in size
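In this primary screen, activation is scored as increased exchange of BODIPY-GDP from Rap1B by 100 nM EPAC2, with 50 uM GDP as competitor. Signal is normalized to the 6.5 mM cAMP agonist control.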
IL-2 act: IL-2 activation; IL-2 activation reporter assay, cell-based qHTS; stimulated with anti-CD3/CD4/CD28 beads; in transgenic mouse T cells; actives 0.065% (n = 360,000); activation, % (series mostly up to about 46 µM); in the data active = activation above about 50%; inconclusive = mostly about 30% to 49%; note: 0% is about no effect
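First, unstimulated transgenic mouse T cells were exposed to compound for 60 min. Next, anti-CD3/anti-CD4-coated beads with anti-CD28 were added. Finally, after 18 h at 37 degrees C, EGFP and DsRed were imaged.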
EPAC1 ag: EPAC1 (human) agonism | EPAC1 agonist qHTS, biochemical assay; response scale: 100% = response to 6.5 mM cAMP | Potency, µM (highest dose often 154 µM), for inactives: top-dose activation, most hits filed as activators | actives 0.073% (n = 360,000); note: potency is the fitted concentration of half-maximal effect; nearly all actives have a fitted effect of over 60% in size
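Nucleotide exchange assay: 100 nM EPAC1 with 250 nM Rap1B loaded with BODIPY-GDP and 50 uM GDP, room temperature. Fluorescence (480/540 nm) read every 5 min for 30 min; signal change normalized to 6.5 mM cAMP as full agonist.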
PI5P4Ka inh: PI5P4K alpha (human) kinase inhibition; P48426; actives 1.2% (n = 330,000); max response, %; PI5P4Kalpha enzyme, ADP-Glo luminescence, 60 min; stronger effect = lower value; active = max response of -50% or lower; inconclusive = between -30% and -50%; inactive = -30% or higher; note: value at the top dose of about 77 µM; % is set by controls: 0 for no effect and ±100 for the full control effect
Target sequence (P48426 whole entry, looked up): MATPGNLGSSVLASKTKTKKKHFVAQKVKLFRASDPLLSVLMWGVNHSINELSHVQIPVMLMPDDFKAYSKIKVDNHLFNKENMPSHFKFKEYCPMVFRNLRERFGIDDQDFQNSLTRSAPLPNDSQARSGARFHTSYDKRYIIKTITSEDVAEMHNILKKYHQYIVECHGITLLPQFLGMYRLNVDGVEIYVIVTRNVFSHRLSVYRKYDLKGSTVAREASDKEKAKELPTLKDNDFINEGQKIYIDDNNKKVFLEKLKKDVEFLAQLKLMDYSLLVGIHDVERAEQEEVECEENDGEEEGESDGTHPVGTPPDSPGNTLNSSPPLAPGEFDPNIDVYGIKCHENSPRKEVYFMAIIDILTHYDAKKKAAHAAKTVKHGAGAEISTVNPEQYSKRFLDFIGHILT
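qHTS, 1536-well: enzyme/substrate mix, compound by pin tool, 5 microM ATP final; RT 60 min; ADP-Glo reagents 1 (45 min) then 2 (30 min); luminescence.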
CCT modulator: changes cytosolic chaperonin activity; purified chaperonin ATPase assay, HTRF ADP detection, 30 min; activity change, % (no concentration beside the values), hits read low; actives 0.3% (n = 360,000); in the data active = activity change below about -30%; note: % is set by controls: 0 for no effect and ±100 for the full control effect
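First, chaperonin was dispensed at 40 nM or 20 nM final depending on batch activity. Next, compounds were pinned at 76 uM and ATP added at 10 uM. After 30 min at 37 °C, ADP detection reagents ran 30 min at ambient temperature.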
EPAC1 antagonist: blocks human EPAC1 exchange factor. Potency, µM (top dose mostly 115 µM), for inactives: at the highest dose activity change, negative = inhibition, hits mostly inhibitors. O95398. EPAC1 GEF assay, Rap1b-BODIPY-GDP exchange fluorescence. actives 0.14% (n = 360,000);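 note: potency is the fitted concentration of half-maximal effect; plate controls were vehicle for no effect and positive control for full effect; nearly all actives have a fitted effect of over 50% in size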
PLK1 PBD inh: blocks phosphopeptide binding to human PLK1 polo-box domain | P53350 | Plk1 PBD binding of FITC phosphopeptide, fluorescence polarization | Potency, µM, inactives show max response, negative = inhibition, most hits filed as inhibitors | actives 2.8% (n = 360,000); note: potency is the fitted concentration of half-maximal effect; series mostly up to about 57 µM; % is set by controls: 0 for no effect and ±100 for the full control effect; nearly all actives have a fitted effect of over 65% in size
Target sequence (P53350 whole entry, looked up, the tested form may be a part): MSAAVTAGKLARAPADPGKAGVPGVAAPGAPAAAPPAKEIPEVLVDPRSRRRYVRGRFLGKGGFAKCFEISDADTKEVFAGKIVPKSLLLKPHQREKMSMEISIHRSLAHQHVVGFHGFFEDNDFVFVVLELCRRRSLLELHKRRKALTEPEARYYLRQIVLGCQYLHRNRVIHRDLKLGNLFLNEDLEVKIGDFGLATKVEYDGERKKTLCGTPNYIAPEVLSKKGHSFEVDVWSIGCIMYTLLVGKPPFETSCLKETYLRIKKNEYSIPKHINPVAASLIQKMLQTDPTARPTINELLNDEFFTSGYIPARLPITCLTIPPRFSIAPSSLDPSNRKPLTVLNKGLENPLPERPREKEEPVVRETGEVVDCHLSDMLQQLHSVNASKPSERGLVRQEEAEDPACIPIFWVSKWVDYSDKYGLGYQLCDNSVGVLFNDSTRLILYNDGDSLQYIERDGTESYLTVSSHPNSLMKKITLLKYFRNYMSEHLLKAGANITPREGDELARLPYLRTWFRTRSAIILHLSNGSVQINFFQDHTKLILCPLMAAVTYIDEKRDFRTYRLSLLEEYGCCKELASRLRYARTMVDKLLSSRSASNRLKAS
WRN helicase inh: blocks human WRN helicase; WRN helicase unwinding, fluorescent forked duplex, kinetic; Potency, µM (highest dose often 114 µM), for inactives: at the top dose activity change, negative = inhibition, usual class: inhibitors; actives 0.46% (n = 360,000); AID 651768; note: potency is the fitted concentration of half-maximal effect; % is set by controls: 0 for no effect and ±100 for the full control effect; nearly all actives have a fitted effect of over 55% in size
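Kinetic red-fluorescence monitoring (525/598 nm) tracks WRN helicase activity after 100 nM fluorophore-quencher forked duplex and 2 mM ATP are added to 20 nM enzyme pretreated 15 min at room temperature with compound.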
An asterisk follows results filed as active; [ ] = another dose, or the depositor's remark. Unless noted, calls come from the whole dose curve; as a rule, active = well fitted curve in the direction sought with a large enough effect; inconclusive = small, poorly fitted or top-dose-only effect, or another doubt; inactive = no such curve, though single readings can be large; an effect the other way counts as inactive or inconclusive.

`NS(=O)(=O)c1ccc(CNC(=O)CC23CC4CC(CC(C4)C2)C3)cc1` gave EPAC2 ag 4%, IL-2 act 0.5, EPAC1 ag -8%, PI5P4Ka inh 1, CCT modulator -1.0, EPAC1 antagonist 7%, PLK1 PBD inh 2% and WRN helicase inh -3%.
Screening O=C(CSc1nnc(-c2ccccc2Br)o1)N1CCN(C(=O)c2ccco2)CC1 returned EPAC2 ag 6%, IL-2 act -3.9, EPAC1 ag -2%, CCT modulator 2.2, EPAC1 antagonist 12%, PLK1 PBD inh 0% and WRN helicase inh -11%[57.1 µM].
`Brc1ccc(OCCOCCOc2cccc3cccnc23)cc1` gave EPAC2 ag 1%, IL-2 act -5.9, EPAC1 ag -3%, PI5P4Ka inh 9, CCT modulator -2.0, EPAC1 antagonist 6%, PLK1 PBD inh -4% and WRN helicase inh -33%.
Screening COc1ccc(-c2nnc(NC(=O)c3ccccc3C)o2)cc1 returned EPAC2 ag -5%, IL-2 act -1.6, EPAC1 ag -17%, PI5P4Ka inh 2, CCT modulator -0.3, EPAC1 antagonist -8%, PLK1 PBD inh -13% and WRN helicase inh 2%.
O=C(/C=C/c1cccs1)NCc1cccnc1 was read as EPAC2 ag 6%, IL-2 act -0.8, EPAC1 ag 1%, PI5P4Ka inh 10, CCT modulator -3.2, EPAC1 antagonist -11%, PLK1 PBD inh -5% and WRN helicase inh 1%.
Screening Brc1ccc(-c2csc(-c3c[nH]c4ccccc34)n2)cc1 returned EPAC2 ag 40µM*, IL-2 act -1.3, EPAC1 ag 16%, PI5P4Ka inh 37, CCT modulator -1.5, EPAC1 antagonist -5%, PLK1 PBD inh 0% and WRN helicase inh -22%.
For CCOC(=O)c1c(C)[nH]c(C(=O)COC(=O)CNC(=O)c2ccc(Cl)cc2Cl)c1C the results were EPAC2 ag -2%, IL-2 act -1.4, EPAC1 ag -6%, PI5P4Ka inh 7, CCT modulator 2.1, EPAC1 antagonist -4%, PLK1 PBD inh -7% and WRN helicase inh -1%.
`CCOc1ccccc1OCCCC(=O)Nc1sccc1C(N)=O` gave EPAC2 ag 7%, IL-2 act 3.2, EPAC1 ag -5%, PI5P4Ka inh 3, CCT modulator -3.0, EPAC1 antagonist -6%, PLK1 PBD inh 0% and WRN helicase inh -6%.
For CCOC(=O)c1[nH]c2ccc(OC)cc2c1NC(=S)N1CCN(c2ccccn2)CC1 the results were EPAC2 ag 8%, IL-2 act 0.1, EPAC1 ag 16%, PI5P4Ka inh 0, CCT modulator 0.1, EPAC1 antagonist 9%, PLK1 PBD inh -3% and WRN helicase inh -3%.
For COc1ccc(C(=O)COC(=O)C2CCCN2C(=O)C23CC4CC(CC(C4)C2)C3)cc1 (stereo not given) the results were EPAC2 ag 10%, IL-2 act -4.0, EPAC1 ag 14%, PI5P4Ka inh -3, CCT modulator -0.1, EPAC1 antagonist -17%, PLK1 PBD inh -12% and WRN helicase inh 3%.
For COc1ccc(S(=O)(=O)c2ccccc2)cc1NC(=O)c1c(F)cccc1F the results were EPAC2 ag 8%, IL-2 act 0.1, EPAC1 ag -5%, PI5P4Ka inh 2, CCT modulator 0.3, EPAC1 antagonist -9%, PLK1 PBD inh -5% and WRN helicase inh -2%.
For CCOc1ccc(N(CC(=O)N2CC=C(c3ccccc3)CC2)S(=O)(=O)c2c(C)noc2C)cc1 the results were EPAC2 ag 4%, IL-2 act -3.9, EPAC1 ag 13%, PI5P4Ka inh 0, CCT modulator 0.8, EPAC1 antagonist -22%, PLK1 PBD inh -9% and WRN helicase inh -2%.
Screening COC(=O)c1cc(COc2ccc3oc(C)c(C(=O)OC(C)C)c3c2)c(C)o1 returned EPAC2 ag -19%, IL-2 act -1.4, EPAC1 ag 1%, PI5P4Ka inh 10, CCT modulator -0.5, EPAC1 antagonist -1%, PLK1 PBD inh -7% and WRN helicase inh inconclusive.
CCN(CC)C(=O)CS(=O)(=O)CC(=O)Nc1cc(OCCOC)c(Cl)cc1Cl was read as EPAC2 ag 2%, IL-2 act 0.6, EPAC1 ag 0%, PI5P4Ka inh 7, CCT modulator 1.3, EPAC1 antagonist 9%, PLK1 PBD inh -1% and WRN helicase inh -2%.
S=C(NCc1ccccn1)Nc1ccccc1Cl was read as EPAC2 ag 11%, IL-2 act -1.4, EPAC1 ag -6%, PI5P4Ka inh -3, CCT modulator -2.5, EPAC1 antagonist -23%, PLK1 PBD inh -20% and WRN helicase inh 3%.
Cc1ccc2nc(C)c(C(=O)O)cc2c1 was read as EPAC2 ag 2%, IL-2 act -0.5, EPAC1 ag -5%, PI5P4Ka inh 7, CCT modulator 0.9, EPAC1 antagonist 13%, PLK1 PBD inh 1% and WRN helicase inh 7%.
Screening COc1ccc(CN2C(=O)c3ccccc3C2c2nnnn2-c2c(C)cccc2C)cc1OC (stereo not given) returned EPAC2 ag 15%, IL-2 act -0.5, EPAC1 ag 4%, PI5P4Ka inh 0, CCT modulator 1.7, EPAC1 antagonist -13%, PLK1 PBD inh -13% and WRN helicase inh 2%.
For c1ccc(-c2ccc3nncn3c2)cc1 the results were EPAC2 ag 3%, IL-2 act 0.5, EPAC1 ag -3%, PI5P4Ka inh 5, CCT modulator -0.9, EPAC1 antagonist 6%, PLK1 PBD inh -7% and WRN helicase inh -1%.
`COc1ccc(NC(=O)Cn2nnc(-c3ccccc3)c2COc2ccc(C(C)=O)cc2)cn1` gave EPAC2 ag 18%, IL-2 act 0.0, EPAC1 ag -1%, PI5P4Ka inh 3, CCT modulator -1.7, EPAC1 antagonist -5%, PLK1 PBD inh -12% and WRN helicase inh -4%.
N#CC1(C#N)OC12CCS(=O)(=O)c1ccccc12 (stereo not given) was read as EPAC2 ag 13%, IL-2 act 0.4, EPAC1 ag 6%, PI5P4Ka inh 1, CCT modulator 1.2, EPAC1 antagonist -6%, PLK1 PBD inh inconclusive and WRN helicase inh -17%.
Screening CSc1cccc(N=C2C(=O)Nc3ccccc32)c1 returned EPAC2 ag 6%, IL-2 act -3.4, EPAC1 ag 2%, PI5P4Ka inh 0, CCT modulator -3.6, EPAC1 antagonist 1%, PLK1 PBD inh -21% and WRN helicase inh 3%.
For CCCn1c(C(C)Nc2nc(-c3cccc(Br)c3)cs2)nc2ccccc21 (stereo not given) the results were EPAC2 ag 11%, IL-2 act -2.6, EPAC1 ag 4%, PI5P4Ka inh 11, CCT modulator 1.2, EPAC1 antagonist -8%, PLK1 PBD inh -21% and WRN helicase inh -18%.
Screening CCc1cc(=O)oc2cc(C)cc(OCC(C)=O)c12 returned EPAC2 ag 8%, IL-2 act -2.1, EPAC1 ag 13%, PI5P4Ka inh -5, CCT modulator -7.8, EPAC1 antagonist -14%, PLK1 PBD inh -8% and WRN helicase inh -1%.
CN(C(=O)CCc1nnc(CCCCc2ccccc2)o1)C1CCOCC1 was read as EPAC2 ag 3%, IL-2 act -1.0, EPAC1 ag -3%, PI5P4Ka inh 0, CCT modulator -3.3, EPAC1 antagonist -19%, PLK1 PBD inh -2% and WRN helicase inh 9%.
Screening COc1cc(NC(=O)c2cccc(COCC(F)(F)C(F)F)c2)cc(OC)c1OC returned EPAC2 ag 4%, IL-2 act 0.5, EPAC1 ag -25%, PI5P4Ka inh 16, CCT modulator 0.5, EPAC1 antagonist -21%, PLK1 PBD inh -2% and WRN helicase inh -27%.
For COc1ccc(-n2c(SCC(=O)Nc3cc(C)on3)nc3ccc(O)cc3c2=O)cc1OC the results were EPAC2 ag -12%, IL-2 act 0.1, EPAC1 ag -12%, PI5P4Ka inh 5, CCT modulator -2.8, EPAC1 antagonist -12%, PLK1 PBD inh -1% and WRN helicase inh -20%.
COc1ccc(S(=O)(=O)N2CCCC2)cc1OC was read as EPAC2 ag 8%, IL-2 act 1.2, EPAC1 ag -1%, PI5P4Ka inh 1, CCT modulator -0.5, EPAC1 antagonist -12%, PLK1 PBD inh -15% and WRN helicase inh 16%.
For O=C1NC(=Nc2cccc(O)c2)S/C1=C\c1cccnc1 the results were EPAC2 ag 4%, IL-2 act -0.9, EPAC1 ag 0%, PI5P4Ka inh -60*, CCT modulator -0.5, EPAC1 antagonist 1%, PLK1 PBD inh 2% and WRN helicase inh -16%.
Screening CCOC(=O)C1CCCN(c2c(N3CCN(c4ccccn4)CC3)c(=O)c2=O)C1 (stereo not given) returned EPAC2 ag 4%, IL-2 act -3.3, EPAC1 ag -13%, PI5P4Ka inh -7, CCT modulator -3.1, EPAC1 antagonist 0%, PLK1 PBD inh -2% and WRN helicase inh -3%.
For Cc1ccc(C)c(OCc2cc(C(=O)N3CCN(c4ccccc4)CC3)no2)c1 the results were EPAC2 ag 12%, IL-2 act -2.2, EPAC1 ag -2%, PI5P4Ka inh 6, CCT modulator -7.4, EPAC1 antagonist 4%, PLK1 PBD inh 0% and WRN helicase inh -3%.
O=C(Cn1c(=O)n(Cc2ccco2)c(=O)c2cc(Cl)ccc21)NCC1CCCO1 (stereo not given) was read as EPAC2 ag -13%, IL-2 act 0.1, EPAC1 ag -4%, PI5P4Ka inh 11, CCT modulator -0.7, EPAC1 antagonist -8%, PLK1 PBD inh 0% and WRN helicase inh -3%.
`Cc1cc(Br)ccc1NC(=O)C(C)c1ccc([N+](=O)[O-])cc1` (stereo not given) gave EPAC2 ag 11%, IL-2 act 0.3, EPAC1 ag -17%, PI5P4Ka inh 9, CCT modulator 0.7, EPAC1 antagonist -7%, PLK1 PBD inh -10% and WRN helicase inh 0%.
`O=C(O)c1cccc(S(=O)(=O)Nc2ccc(S(=O)(=O)N3CCOCC3)cc2)c1` gave EPAC2 ag 4%, IL-2 act -2.0, EPAC1 ag 2%, PI5P4Ka inh -12, CCT modulator 0.8, EPAC1 antagonist 0%, PLK1 PBD inh -4% and WRN helicase inh 8%.

Entries above that have fluorine, in the order listed:
For COc1ccc(S(=O)(=O)c2ccccc2)cc1NC(=O)c1c(F)cccc1F the results were EPAC2 ag 8%, IL-2 act 0.1, EPAC1 ag -5%, PI5P4Ka inh 2, CCT modulator 0.3, EPAC1 antagonist -9%, PLK1 PBD inh -5% and WRN helicase inh -2%.
Screening COc1cc(NC(=O)c2cccc(COCC(F)(F)C(F)F)c2)cc(OC)c1OC returned EPAC2 ag 4%, IL-2 act 0.5, EPAC1 ag -25%, PI5P4Ka inh 16, CCT modulator 0.5, EPAC1 antagonist -21%, PLK1 PBD inh -2% and WRN helicase inh -27%.

The list is partial; rates above refer to the full screens.
